Source: PubChem (several laboratories)
H9c2 protect: myocardial damage modulation in H9c2 cells | H9c2 cardiomyocytes, H2O2 injury protection, ATPLite, 2 h | protection from H2O2 cell death, % at 20 µM | 0.63% of 360,000 active;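 active = compounds giving at least 50% protection of heart cells from peroxide-induced death in the single-dose screen, raw or plate-pattern-corrected value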;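 also: 0% = DMSO wells with peroxide and 100% = DMSO wells without peroxide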
CaV13 ICDI inh: Primary screen for inhibitors of IQ motif and Ca2+-dependent inactivation inhibitor domain binding in CACNA1D, Förster resonance energy transfer in living cells, …; HEK cells, CFP/YFP FRET ICDI-IQ, plate reader, 10 min; percent FRET-ratio fall versus neutral wells; inhibition, % at 12.3 µM; 0.098% of 340,000 active; AID 743397;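 active = mean replicate inhibition of at least 30% and at least 1% of replicates passing that level; inconclusive = only one of the two criteria is met; inactive = neither criterion is met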;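 also: 0% = median of the neutral control wells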
ABCB6 inh MLPCN: blocks the human ABCB6 transporter; Q9NP58; AID 602162; fluorescence ratio to DMSO, % at 10 µM; 0.19% of 360,000 active; K562-ABCB6 porphyrin accumulation, flow cytometry, 1 h; active compounds read low;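 active = fluorescence ratio to DMSO below 75%, the collection mean minus 3 SD; inconclusive = too few cells collected in the well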;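 also: signal is porphyrin accumulated inside mitochondria; 100% equals median channel fluorescence of DMSO control wells; lower ratio means ABCB6 inhibition with less porphyrin fluorescence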
m5-HT2A agonist: activates the mouse 5-HT2A serotonin receptor | P35363 | CHO-K1 mHTR2A beta-arrestin complementation, luminescence; percent of 30 µM serotonin response | activation, % at 7.6 µM | 0.66% of 360,000 active | AID 624169;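 active = activation above a run cutoff, the mean activation of all tested compounds plus 3 SD, cut at about 14% in these data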;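 also: 0% = plate median of compound wells and 100% = 30 µM serotonin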
Target sequence (P35363 whole entry, looked up): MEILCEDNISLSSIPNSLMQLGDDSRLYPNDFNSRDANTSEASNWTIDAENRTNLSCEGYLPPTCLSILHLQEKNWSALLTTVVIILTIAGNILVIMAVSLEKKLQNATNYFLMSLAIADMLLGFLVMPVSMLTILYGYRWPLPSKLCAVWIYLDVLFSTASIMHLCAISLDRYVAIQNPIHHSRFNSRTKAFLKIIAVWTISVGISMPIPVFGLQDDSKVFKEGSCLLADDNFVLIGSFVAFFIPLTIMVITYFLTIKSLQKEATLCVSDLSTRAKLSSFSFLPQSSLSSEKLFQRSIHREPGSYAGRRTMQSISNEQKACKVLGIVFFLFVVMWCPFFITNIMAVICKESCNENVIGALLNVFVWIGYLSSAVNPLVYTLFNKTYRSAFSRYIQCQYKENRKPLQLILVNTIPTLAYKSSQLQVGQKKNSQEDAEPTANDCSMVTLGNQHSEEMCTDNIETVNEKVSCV
iPSC survival up: hiPSC single-cell survival enhancement; ATPlite luminescence; 100% = ROCK inhibitor wells, 0% = DMSO; survival enhancement, % at 20 µM; 0.044% of 360,000 active; in the data active = survival enhancement above about 18%;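 also: cells exposed to compounds for 16 hours before the ATP read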
Granule exo inh: lytic granule exocytosis inhibition; AID 651702; 0.66% of 360,000 active; TALL-104 LAMP-1 surface exposure, flow cytometry; cells stimulated with thapsigargin and PMA; inhibition, % at 10 µM;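 active = inhibition above about 55%, limit read from the data; inconclusive = no clear call, values can overlap the other calls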
Vif inh: inhibitors of HIV Vif; HEK293T cells, Vif self-association by quenched fluorescence, imaging, 24 h; inhibition, % at 7.49 µM; 0.35% of 340,000 active; in the data active = inhibition above about 50%, passing the limit was not always enough; inconclusive = no clear call, values can overlap the other calls; inactive = below about 31%; also: some results filed as inactive read as strong as hits
Glyco luc inh: N-linked glycosylation inhibition; D54 ERlucT glycosylation luciferase reporter, 24 h; percent of 100 nM tunicamycin response; reporter increase, % at 12.5 µM; 0.23% of 360,000 active;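 active = mean luciferase reporter signal, scaled so untreated is 0 and the glycosylation-blocking control 100, at or above a set limit in every replicate; inconclusive = mean reaches the limit but not every replicate does; inactive = mean below the limit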;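 also: luciferase carries N-glycosylation sites so blocking glycosylation raises the light; 0% = median of neutral control wells and 100% = median of 100 nM tunicamycin wells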
PDI turbidity: inhibitors of human protein disulfide isomerase. PDI insulin aggregation turbidity, A650, 90 min. inhibition, % at 10 µM. 0.052% of 350,000 active;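 active = mean inhibition across replicates of 30% or more, whatever share of single replicates reach that level; inconclusive = mean inhibition below 30% while every single replicate reaches 30%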;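 also: absorbance from insulin aggregation driven by PDI reduction with DTT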
Target sequence (P07237 whole entry, looked up): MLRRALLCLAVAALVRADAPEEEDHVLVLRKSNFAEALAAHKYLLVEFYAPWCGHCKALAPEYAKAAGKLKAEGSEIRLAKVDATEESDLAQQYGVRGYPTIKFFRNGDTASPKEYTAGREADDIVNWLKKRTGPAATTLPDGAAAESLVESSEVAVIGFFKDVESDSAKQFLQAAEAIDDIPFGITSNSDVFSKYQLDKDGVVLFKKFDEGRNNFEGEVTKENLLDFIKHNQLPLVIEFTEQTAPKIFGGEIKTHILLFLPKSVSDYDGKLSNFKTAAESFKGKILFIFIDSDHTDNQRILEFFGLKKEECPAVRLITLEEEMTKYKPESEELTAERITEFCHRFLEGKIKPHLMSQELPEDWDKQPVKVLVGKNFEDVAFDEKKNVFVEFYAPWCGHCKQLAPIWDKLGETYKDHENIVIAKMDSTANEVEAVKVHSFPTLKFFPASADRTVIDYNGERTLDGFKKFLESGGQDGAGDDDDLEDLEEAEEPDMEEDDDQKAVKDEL
aDG glyco up: increases alpha dystroglycan glycosylation | Pro5-aDG cells, alpha-DG glycosylation AlphaScreen (IIH6); 0% Pro5, 100% B10-LARGE cell signal | activation, % at 10 µM | 0.22% of 360,000 active | AID 624168;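 active = activation of at least 8% versus controls, or a plate z-score of at least 8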;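 also: Pro5 are CHO cells carrying HIG-tagged alpha-DG that lacks glycosylation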
Numbers without * were called inactive; ? = inconclusive; · = no result given.

SMILES	H9c2 protect	CaV13 ICDI inh	ABCB6 inh MLPCN	m5-HT2A agonist	iPSC survival up	Granule exo inh	Vif inh	Glyco luc inh	PDI turbidity	aDG glyco up
C=CCOC(=O)C1=C(C)NC(SCC)=C(C#N)C1c1ccc(Cl)cc1 (stereo unspecified)	-17.1	-0.8	90.0	-5.6	-3.4	12.9	8.3	1.7	-13.3	-0.3
Cc1ccc(S(=O)(=O)N2CCOCC2)cc1NC(=O)COc1ccc2c(C)cc(=O)oc2c1	2.4	-3.6	98.0	-3.6	0.4	-5.7	·	-0.9	-4.5	0.0
CC1CCC(C(C)C)C(OC(=O)CSc2n[nH]c(=O)[nH]c2=O)C1 (stereo unspecified)	-6.5	-3.5	97.0	-1.8	-1.5	-1.5	1.1	-2.6	-3.8	0.1
Cc1noc(C)c1C(=O)N1CC(C)OC(C)C1 (stereo unspecified)	9.3	-6.8	91.0	-1.7	-0.4	-10.2	13.6	-0.6	-3.4	-0.2
COc1ccc(-c2nc(CS(=O)CC(=O)NCCCN3CC(C)CC(C)C3)c(C)o2)cc1OC (stereo unspecified)	-3.9	-5.4	92.0	2.0	3.8	8.4	6.1	2.3	8.9	-0.1
Cc1cccc(C)c1NC(=O)C1(C)CN(S(C)(=O)=O)CC(=O)N1CCc1ccc(O)cc1 (stereo unspecified)	·	-6.6	·	9.2	·	-3.4	·	·	·	-0.1
Nc1n[nH]c2cc(=O)n(-c3cccc(C(F)(F)F)c3)nc12	4.3	-11.8	105.0	-1.8	-0.7	0.8	-1.4	3.0	10.5	0.0
Cc1cc(C(=O)Nc2ccc(N3CCOCC3)c3nonc23)ccc1[N+](=O)[O-]	-4.0	-1.9	99.0	4.2	0.2	18.2	-8.3	-0.5	17.2	0.2
Cc1c(Cl)cccc1NC(=S)NCc1cccn1C	3.9	-5.0	102.0	6.8	0.1	-1.8	0.8	1.5	-3.1	-0.3
CC(NC(=O)CCC(=O)c1ccc(F)cc1)C1CC2CCC1C2 (stereo unspecified)	2.0	8.5	98.0	-6.9	-0.6	103.7*	-3.5	1.9	-2.5	0.1
COc1ccccc1C(=O)Nc1ccccc1N1CCN(S(C)(=O)=O)CC1	13.5	·	98.0	-2.9	0.7	-0.6	-7.7	-1.2	-1.0	-0.1
O=C(NC1CCCCC1)C(c1ccc(C(F)(F)F)cc1)n1c(=O)c(-c2cc3ccccc3[nH]2)nc2ccccc21 (stereo unspecified)	·	-23.2	·	-3.0	·	-6.8	·	·	·	4.2
Cc1c(C(=O)O)oc2ccc(S(=O)(=O)NCc3ccc(F)cc3)cc12	-1.8	-8.0	105.0	1.7	-1.3	3.5	25.4	1.3	-26.2	0.0
CCSc1cnn(-c2ccccc2)c(=O)c1SCC	11.7	-2.1	100.0	-2.3	-0.9	0.6	·	1.3	1.1	0.0
COc1ccccc1C(=O)Nc1ccccc1C(=O)Nc1ccccc1	5.3	-17.7	96.0	-2.6	-0.9	-8.5	-4.5	-1.9	6.3	0.0
CCCCNC(=O)c1ccc(NC(=O)CC2SC(N3CCCC3)=NC2=O)cc1 (stereo unspecified)	2.1	-4.6	93.0	-2.5	-0.2	-4.2	-5.2	3.3	4.0	0.0
COCCNC(=O)C1(S(=O)(=O)c2ccccc2)CC=CC1	3.2	-8.8	92.0	0.1	1.1	-17.1	-5.6	0.5	1.0	0.0
CCOc1ccccc1/C=N/NC(=O)C[n+]1ccccc1	1.0	-2.3	95.0	-6.4	-0.4	1.9	1.5	-0.2	5.5	-0.3
O=C(COC(=O)c1ccc(F)cc1F)Nc1cccc(S(=O)(=O)N2CCOCC2)c1	-9.1	-3.9	101.0	9.5	-0.5	12.7	1.9	2.5	2.4	-0.5
O=C(CN1C(=O)NC2(CCc3ccccc3C2)C1=O)NCc1ccco1 (stereo unspecified)	-1.3	-1.6	100.0	-1.6	-0.1	4.4	2.4	0.3	-1.8	0.0
CC(C)CCNC(=O)CCSCCC(=O)NCCC(C)C	-0.2	-3.4	99.0	-2.0	0.8	1.5	22.8	-0.6	3.7	-0.2
O=C(NCc1ccco1)C1CCN(C(=O)c2cc3sccc3n2Cc2ccc(F)cc2)CC1	-8.3	-6.6	99.0	-10.5	-2.7	-0.7	-4.0	-0.5	1.9	0.8
Cc1ccc(C)c(NC(=O)c2cc3c([nH]c4ccccc43)c(C)n2)c1	-2.9	·	103.0	-1.0	5.7	-3.9	·	2.8	18.8	-0.1
CCCc1cc2c(=O)c(-c3ccc4c(c3)OCCO4)coc2cc1OS(C)(=O)=O	-1.9	-2.4	98.0	-0.2	-1.3	-1.1	-6.8	-2.5	-7.8	0.3
O=C(CC12CC3CC(CC(C3)C1)C2)Nc1ccc2c(c1)COC2=O	-3.4	-5.3	98.0	-3.9	1.6	-1.6	·	1.9	2.1	-0.3
COc1ccccc1NC(=O)c1sc2nc(C)cc(C)c2c1N	-3.7	-4.1	85.0	3.9	-0.9	-12.5	-1.5	1.9	2.1	0.3
COc1cccc(OCc2nnc(SCC(=O)OC3CCCCC3)n2C)c1	-1.5	-3.4	98.0	-5.2	0.9	4.1	-0.7	2.5	-12.5	-0.1
COc1ccc(C(=O)N2CCC(n3nccc3NC(=O)C3CC3)CC2)c(OC)c1OC	4.1	-2.2	102.0	6.2	0.2	-5.7	-2.0	-0.4	5.2	0.5
CCC1=C(OC(=O)N(CC)CC)N2C(=O)OC(=NCC3CC3)[C@]2(C)[C@H]2C1=CC[C@H]1C(=O)N(CC)C(=O)[C@H]12	1.5	-4.6	95.0	16.3*	3.6	-8.4	-1.1	0.8	0.0	0.0
CC(C)(C)C(C(=O)NCc1ccccc1)N1CCN(C(=O)C2CCCO2)CC1 (stereo unspecified)	·	-8.9	·	-3.4	·	10.0	·	·	·	0.1
COCCCNC(=O)c1cc2c(-c3ccc(Cl)cc3)nn(C)c2s1	5.4	-1.4	103.0	8.9	-1.2	-2.6	-9.5	5.5	-2.5	-0.2
Cc1nc(N2CCN(c3ccccn3)CC2)c2c(C)c(C(=O)Nc3ccc(F)cc3Cl)sc2n1	1.3	-1.9	99.0	-1.9	1.9	25.1	2.7	-5.8	-1.9	0.1
Cc1nn(CC(=O)N(C)Cc2ccccc2)c(=O)c2cccn12	1.5	-2.0	93.0	6.8	-0.5	?	-1.5	0.8	-0.1	-0.1
CS(=O)(=O)N(Cc1cc2ccccc2[nH]c1=O)C1CCCCC1	8.5	-4.1	92.0	0.9	26.8*	2.9	2.2	-1.2	2.2	0.2
COCCCn1cc(CN2CC(N(C)C)CS2(=O)=O)nn1 (stereo unspecified)	·	-7.2	96.0	5.5	0.3	-5.0	·	·	·	2.0
COCCN(CCOC)c1nc(-c2ccc(C)cc2)nc2ccccc12	6.1	-1.1	94.0	-3.6	-0.1	53.9	-7.5	-2.2	5.0	0.2
COc1cccc(CNC(=S)Nc2cccc(Cl)c2C)c1	-7.7	-9.3	102.0	5.2	-0.5	9.1	-9.0	-4.1	2.0	0.0
COc1ccc(/C=N/NC(=O)C(C)Sc2ccccn2)cc1[N+](=O)[O-] (stereo unspecified)	5.0	-6.8	100.0	-2.9	0.3	0.6	3.5	0.3	-1.2	0.5
COc1ccc(NC(=O)c2nc(-n3nc(C)cc3C)ccc2Cl)cc1Cl	-0.7	-3.0	99.0	4.4	-0.7	-7.3	-3.5	-0.1	-11.0	0.1
COC(=O)CCCC(=O)NC1CCCc2c1cnn2-c1ccc(F)cc1F (stereo unspecified)	3.1	-4.7	95.0	0.6	0.0	-2.1	-3.0	-0.4	3.3	0.0
NS(=O)(=O)c1cccc2cccnc12	-6.1	-5.7	87.0	-4.8	4.8	-3.8	-0.4	-0.1	-4.5	-0.2
CN1CCN(S(=O)(=O)c2cccc(C(=O)NC3(C)CCS(=O)(=O)C3)c2)CC1 (stereo unspecified)	-0.1	-2.3	99.0	-4.4	-3.8	1.5	2.5	1.2	6.1	-0.1
CCC1C(=O)N(C)CCc2ccccc21 (stereo unspecified)	12.7	-4.7	91.0	-2.2	1.2	4.8	5.2	0.7	-17.2	-0.3
O=C(COc1ccccc1[N+](=O)[O-])Nc1ccc(NC(=O)c2cc3ccccc3o2)cc1	2.2	-4.6	96.0	-0.5	-0.4	-0.2	5.2	-3.8	-1.8	-0.1
COc1ccc(/C=C2\SC(=O)N(CCCC(=O)Nc3cc(Cl)ccc3C(=O)O)C2=O)cc1	6.5	-2.5	96.0	3.5	0.6	-2.9	2.2	-2.6	11.3	0.0
Cc1ccc(S(=O)(=O)Nc2c(C)n(C)n(-c3ccccc3)c2=O)cc1C(=O)OC(C)C(=O)N(C)c1ccccc1 (stereo unspecified)	10.9	-2.8	100.0	3.1	-0.3	-2.8	-2.5	-2.8	18.0	0.0
O=c1oc(-c2cccnc2)nc2ccccc12	6.8	·	102.0	4.5	-2.6	-0.8	3.4	-0.3	4.3	0.0
CCC1=NNC(=O)C(CC(=O)Nc2ccccc2)c2cc(OC)c(OC)cc21 (stereo unspecified)	12.2	-17.8	96.0	-1.8	4.1	-2.3	2.6	-1.1	2.5	-0.3
CCN(CC)S(=O)(=O)c1ccc(Cl)c(C(=O)Oc2cccc(-c3cnc4ccccc4n3)c2)c1	4.5	-5.0	89.0	5.1	0.4	-1.6	0.3	-3.4	7.4	0.0
Cc1cc(C)nc(N/C(=N/S(=O)(=O)Cc2ccccc2)Nc2ccccc2)n1	2.0	-1.7	96.0	1.0	-1.2	-1.3	3.3	-2.3	2.6	-0.4
CCC(=O)N1c2ccc(S(=O)(=O)N3CCN(c4ccc([N+](=O)[O-])cc4)CC3)cc2CC1C (stereo unspecified)	-6.7	-12.5	101.0	0.5	0.1	-2.6	-21.5	-4.7	-3.1	8.8*
O=C(CN1CCN(C(c2ccccc2)c2ccccc2)CC1)Nc1ccc(N2CCOCC2)cc1	4.3	12.2	96.0	0.8	-0.2	-1.2	11.4	2.5	-3.6	0.0

Entries of single compounds, quoted from the list.
Listed for `CCN(CC)S(=O)(=O)c1ccc(Cl)c(C(=O)Oc2cccc(-c3cnc4ccccc4n3)c2)c1` : H9c2 protect: 4.5; CaV13 ICDI inh: -5.0; ABCB6 inh MLPCN: 89.0; m5-HT2A agonist: 5.1; iPSC survival up: 0.4; Granule exo inh: -1.6; Vif inh: 0.3; Glyco luc inh: -3.4; PDI turbidity: 7.4; aDG glyco up: 0.0
Listed for `O=C(COc1ccccc1[N+](=O)[O-])Nc1ccc(NC(=O)c2cc3ccccc3o2)cc1` : H9c2 protect: 2.2; CaV13 ICDI inh: -4.6; ABCB6 inh MLPCN: 96.0; m5-HT2A agonist: -0.5; iPSC survival up: -0.4; Granule exo inh: -0.2; Vif inh: 5.2; Glyco luc inh: -3.8; PDI turbidity: -1.8; aDG glyco up: -0.1

Structures listed above shown as hits in aDG glyco up:
SMILES	CaV13 ICDI inh	ABCB6 inh MLPCN	m5-HT2A agonist	Granule exo inh	Vif inh	Glyco luc inh	PDI turbidity	aDG glyco up
CCC(=O)N1c2ccc(S(=O)(=O)N3CCN(c4ccc([N+](=O)[O-])cc4)CC3)cc2CC1C (stereo unspecified)	-12.5	101.0	0.5	-2.6	-21.5	-4.7	-3.1	8.8*
